b-catenin transl: beta-catenin nuclear translocation modulation; actives 0.3% (n = 190,000); HeLa beta-catenin nuclear translocation, immunofluorescence imaging; nuclear translocation activity, % at 5 µM;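 active = nuclear translocation activity above 50% at 5 µM, with a well cell count of 50 or more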;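 note: per-cell ratio of nuclear to cytoplasmic median beta-catenin stain intensity; plate controls were DMSO negative control for no effect and GSK-3 inhibitor IX positive control for full effect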
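System: HeLa cells, endogenous beta-catenin; compound dosing: 5 µM primary single dose, 0.1% DMSO, 0.02–20 µM confirmation series; incubation: 24 h compound exposure at 37°C, 5% CO2; signal: beta-catenin immunofluorescence imaging with DAPI; evaluation: % activation, nuclear-to-cytoplasmic median beta-catenin signal ratio per cell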
human PMI inhibition: inhibitors of human PMI, primary screen, biochemical, fluorescence intensity, coupled assay (AID 1209) | actives 0.42% (n = 190,000) | purified PMI enzyme, coupled fluorescence intensity; higher % means a stronger effect | inhibition, % at 20 µM, or IC50 in µM where a hit was titrated; in the data active = inhibition above about 50%;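 note: plate controls were DMSO vehicle for no effect and wells lacking substrate for full effect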
Dynein transport: dynein cargo transport inhibition; AID 1381; z-score, hits read low; 3617.4 mouse cells, GR-EGFP nuclear translocation imaging; test concentration mostly 20 µM; stimulated with dexamethasone, 1 µM; stronger effect = lower value; actives 0.47% (n = 220,000);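 active = plate z-score of nuclear minus cytoplasmic receptor signal below a set negative limit, without overly bright fluorescence or cell loss, cut at about -3.5 in these data, passing the limit was not always enough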;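 note: z-score of nuclear minus cytoplasmic ring GR-EGFP intensity difference per well; some compounds called inactive have numbers as strong as hits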
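Also added: dexamethasone, 1.0 µM final. Medium: tet-free, stripped-serum medium. Detection: fixed, Hoechst-stained cells imaged at 10x for EGFP. Read-out: nuclear-to-cytoplasmic GR-EGFP distribution per well. Times: induction 48 h, compound 1 h, agonist 30 min.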
Lipid droplet: modulators of hepatic lipid droplet formation; AID 1656; inhibition, % at 6.5 µM; AML12 mouse hepatocytes, oleate lipid droplets, BODIPY imaging; actives 0.4% (n = 240,000);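 active = lipid droplet intensity inhibited by at least 50%, with more than 500 cells counted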
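Assay system: AML12 hepatocytes (mouse); Probe or stimulus: oleic acid at 100 µM to induce lipid droplet formation; Dosing: compound at 6.5 µM only; Schedule: compound with oleate, overnight; Detection: fluorescence imaging, 20x objective, two fields per well; Measure: % inhibition of lipid droplet signal.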
MT stabilizer: microtubule stabilizers in HeLa cells; HeLa tubulin immunostaining HCS, 24 h; share of cells brighter than vehicle mean+2SD; % tubulin-high responders, % at 10 µM; actives 0.83% (n = 200,000); AID 2205;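 active = plate Z-score above 3 for both tubulin-high and condensed-nucleus cell shares, with cell loss under 80%, at 10 µM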;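 note: anti alpha tubulin signal scored within the nucleus-defined area of each cell; some results filed as inactive read as strong as hits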
Myeloid diff 2: compounds promoting myeloid differentiation | calls only at 10 µM | ER-HoxA9 myeloid progenitors, lysozyme-GFP differentiation, flow cytometry | actives 1% (n = 360,000);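 active = normalized GFP-positive differentiation at or above the plate's own cutoff, the solvent-only control mean plus 3 SD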;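 note: cells exposed to compound for four days before flow analysis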
T cell HTS: T cell immune modulators affecting CD8 T cell-vesicle binding. 2C CD8+ T cell-vesicle binding, flow cytometry; stronger effect = lower value. calls only at 7 µM. actives 0.068% (n = 330,000). AID 2052;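 active = response, share of CD8 T cells binding vesicles, and their 90th percentile fluorescence all below set limits, cut at about 80% in these data, passing the limit was not always enough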
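Incubation: binding step 1.5 h, 37 °C, antibody labelling 20 min, ice; system: murine 2C transgenic CD8+ T lymphocytes; technique: cytometric PE anti-B7-1 and Alexa647 anti-CD8 signals after 1% paraformaldehyde fixation; also added: QL9-charged Drosophila Ld/ICAM-1/B7-1 vesicles; control set: naked versus QL9-loaded vesicles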
TNAP activation fold: stimulation of alkaline phosphatase TNAP activity – biochemical, luminescent, no phosphate acceptor, uHTS, primary screen (AID 1001); purified TNAP, luminescent activation assay, no phosphate acceptor; higher activation fold means a stronger effect; activation fold at 20 µM, or EC50 in µM where a hit was titrated; actives 0.03% (n = 200,000); in the data active = activation fold from about 3, or a potency from the dose series; inactive = the rest, 99 in 100 with activation fold below about 1.6; note: many of its hits are not listed in these tables
Insulin prom up: MIN6 insulin promoter up-regulation. actives 0.3% (n = 190,000). MIN6 insulin promoter-GFP reporter, high-content imaging; stronger effect = higher value. z-score at 5 µM;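 active = z-score above 3 at 5 µM with at least 500 cells counted in the well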
Dynein transport cytoplasmic EGFP: also measured in Dynein transport; calls as there; z-score; measured here: cytoplasmic GR-EGFP intensity; stronger effect = higher value
Dynein transport nuclear GR-EGFP: second read-out of Dynein transport, no call of its own (marks repeat the call); z-score; measured here: nuclear GR-EGFP intensity;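 lower value marks the stronger effect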
Dynein transport cell count: also measured in Dynein transport; calls as there; z-score; measured here: cell count per field
Insulin prom up cell count: also measured in Insulin prom up; calls as there; cell count; measured here: cytotoxicity, nuclei count;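 total cells summed across four imaged fields per well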
Lipid droplet cells 6.5 µM: also measured in Lipid droplet; calls as there; cell count; measured here: cell count, cytotoxicity flag;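 cells counted across two imaged fields per well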
b-catenin transl cell count 5 µM: further read-out of b-catenin transl, marked with its call; cell count; measured here: cell count, cytotoxicity flag
T cell HTS vesicle-bound %: further read-out of T cell HTS, marked with its call; double positive events, %; measured here: CD8+ vesicle-bound cell fraction;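 binding gate set so that unloaded-vesicle control wells show 10% double positive cells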
MT stabilizer Hoechst-high %: also measured in MT stabilizer; calls as there; % Hoechst-high responders; measured here: nuclear condensation Hoechst responders;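 share of cells brighter than vehicle mean plus two SD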
MT stabilizer cytotoxicity %: recorded beside MT stabilizer, whose call it bears; toxicity, %; measured here: cytotoxicity by cell density;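 0% = mean cell density of plate MIN control wells and 100% = no cells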
Myeloid diff 2 GFP+ MAC1+ %: also measured in Myeloid diff 2; calls as there; GFP+ MAC1+ double positive, %; measured here: differentiation confirmed by MAC1 staining
* marks the source's active call; other numbers are inactive results; i = inactive; . = no result given.

SMILES	b-catenin transl	b-catenin transl cell count 5 µM	human PMI inhibition	Dynein transport	Dynein transport cytoplasmic EGFP	Dynein transport nuclear GR-EGFP	Dynein transport cell count	Lipid droplet	Lipid droplet cells 6.5 µM	MT stabilizer	MT stabilizer Hoechst-high %	MT stabilizer cytotoxicity %	Myeloid diff 2	Myeloid diff 2 GFP+ MAC1+ %	T cell HTS	T cell HTS vesicle-bound %	TNAP activation fold	Insulin prom up	Insulin prom up cell count
CCOc1ccc(NC(=O)CSc2nnc(N)s2)c([N+](=O)[O-])c1	-1.2	1161	1.5%	-0.069	-0.286	0.0865	-0.115	26.0	730	4.0	2.1	4.5	i	1.2	i	35.6	1	0.03	1240
Cc1ccc(S(=O)(=O)N(Cc2ccccc2)c2ccccc2C(=O)Nc2ccccc2C(=O)NCc2ccco2)cc1	3.1	898	24.9%	-0.323	-0.274	0.779	0.157	-0.1	526	3.4	2.5	7.7	i	0.0	i	55.5	1.1	.	.
Cc1nn(C)c(Cl)c1CN1CCC(CO)(CCOc2ccccc2)CC1	-0.9	1523	13.4%	-0.825	-0.168	-0.481	-0.758	-6.1	661	1.7	2.6	10.9	i	0.2	i	37.4	1.1	.	.
C/C(=N\N=C1\NC(=O)C(CC(=O)Nc2ccc(C)c(Cl)c2)S1)C(C)C (stereo not drawn)	-1.8	1089	11.5%	-1.73	-0.203	-0.965	1.26	17.9	741	4.6	1.2	8.8	i	0.2	i	59.6	1	0.69	1092
O=C(c1ccc(Cl)c(S(=O)(=O)Nc2ccc(F)cc2)c1)N1CCN(c2ccccn2)CC1	-2.3	1403	-2.9%	-0.0253	-0.14	0.83	0.252	.	.	1.0	1.5	11.2	i	5.8	i	18.2	0.9	-0.61	1584
O=C(O)C1CSCN1S(=O)(=O)c1cccc2nsnc12 (stereo not drawn)	-0.6	1071	15.0%	.	.	.	.	-2.3	646	.	.	.	i	10.5	i	12.5	1.1	0.16	1298
COc1ccc(N(CC(=O)NC2CCCC2)C(=O)Cn2nnc(-c3ccc(F)cc3)n2)cc1OC	-7.1	1070	3.4%	-0.709	0.129	-0.447	1.63	.	.	5.1	1.2	0.7	i	0.6	i	51.1	1.1	0.84	1241
CCOc1ccc(CCNC(=O)CCCN2C(=O)c3ccccc3C2=O)cc1OCC	-2.2	1320	-2.2%	-0.753	-0.178	-0.408	0.355	.	.	1.5	1.8	7.9	i	1.7	i	50.3	1.1	0.13	1600
CC(C)(C)CC(C)(C)NC(=O)c1ccc2snnc2c1	0.8	1337	.	1.64	-0.228	1.73	-1.49	-1.0	745	.	.	.	i	0.6	i	40.2	.	-0.27	1191
COC(=O)c1[nH]c2ccc(Cl)cc2c1NC(=O)Oc1ccccc1	-3.4	971	12.3%	0.686	-0.132	0.688	0.127	.	.	2.9	1.1	6.2	i	2.9	i	35.5	1.1	0.31	1596
Cc1ccc2occ(-c3nn[nH]n3)c(=O)c2c1	-3.7	552	-12.9%	-0.248	-0.172	-0.0396	0.179	3.5	728	2.6	2.8	7.0	i	0.5	i	60.6	1.1	-0.21	1535
N#Cc1nc(Cc2cccc3ccccc23)oc1N1CCCCC1	-1.4	855	11.1%	-0.641	-0.154	-0.0476	-0.278	.	.	3.0	2.3	3.4	i	0.6	i	19.9	1	1.35	1269
O=C(O)Cc1nc2nc3c(c(=O)n2[nH]1)CCCC3	-2.3	923	0.8%	-0.579	-0.191	-0.017	0.302	.	.	3.8	1.7	4.2	i	0.6	i	48.2	1.2	0.79	1173
Cc1n[nH]c(C)c1S(=O)(=O)N1CCC(C(=O)N2CCn3c2nc2ccccc23)CC1	-0.5	1226	-0.2%	-0.00171	-0.155	-0.154	0.558	6.9	771	1.5	1.5	2.4	i	2.3	i	32.0	0.5	-0.35	931
O=C(/C(=N\Nc1ccc(Br)cc1)Sc1nnnn1-c1ccccc1)c1ccccc1	-1.3	938	18.4%	0.559	-0.051	0.465	-0.541	15.0	635	1.9	1.5	1.0	i	0.3	i	5.1	1.1	0.74	1358
CC(C)COC(=O)Nc1nnc(Cc2ccccc2)s1	-0.8	1587	.	0.981	-0.161	0.143	-0.35	3.3	736	3.1	1.4	4.4	i	0.3	i	24.7	1.1	0.09	1544
C=CCn1c(=O)c2ccccc2n2c(Sc3nnnn3-c3ccccc3)nnc12	-4.4	1017	1.2%	1.11	-0.205	0.674	-0.684	.	.	2.9	1.3	0.3	i	0.0	i	54.3	1.1	-0.13	1433
O=C1CN(C(=O)CSc2nc3cc(Cl)ccc3c(=O)n2Cc2ccccc2)c2ccccc2N1	6.8	1045	13.7%	-0.735	0.195	-0.569	0.241	-0.5	648	3.2	4.2	4.5	i	1.0	i	36.0	1	-1.89	1222
O=C(CSc1ccccn1)N1CCc2ccccc21	2.0	857	-12.5%	0.952	0.125	0.153	-1.55	-7.4	727	2.3	0.8	5.6	i	0.7	i	26.5	1.1	1.25	1128
Cc1ccc(C)c(NC(=O)Cn2nc([N+](=O)[O-])c(Br)c2C)c1	-1.8	503	-0.1%	-0.0713	-0.156	0.649	-0.487	8.2	689	3.0	1.9	8.5	i	0.3	i	41.9	1.1	-0.43	1305
CCCn1c(SCC(=O)Nc2ccc(C)c(S(=O)(=O)N3CCOCC3)c2)n[nH]c1=O	-1.2	1120	-1.7%	1.09	-0.261	0.257	0.0169	3.8	661	5.8	2.4	5.6	i	0.7	i	38.8	1	0.8	1656
Cc1cc(Nc2ccc(F)cc2C)n2nc(C)nc2n1	.	.	1.8%	-1.06	-0.311	-0.451	1.35	.	.	3.4	4.3	8.1	i	1.6	i	64.7	1.2	-0.38	987
COc1ccccc1N1CCN(C/C=C/c2ccc(N(C)C)cc2)CC1	-5.5	1047	17.8%	0.636	-0.187	0.414	-0.0825	.	.	3.1	3.2	7.1	.	.	i	25.9	1.1	.	.
COc1ccccc1NS(=O)(=O)c1ccc(OC)c(OC)c1	-0.7	998	-0.4%	-0.464	-0.191	0.284	-0.536	29.7	723	2.9	1.0	5.1	i	0.6	i	49.8	1.1	1.24	1870
COc1ccccc1NC(=S)N(Cc1cccnc1)Cc1ccccc1Cl	0.0	1030	4.7%	-0.563	-0.244	0.472	-0.92	-5.3	741	1.7	2.5	9.7	i	0.4	i	47.5	1.1	-0.23	1250
Cn1c(-c2ccc(F)cc2)cnc1NCc1ccc(C#N)cc1	-6.4	977	10.9%	-0.903	-0.429	-0.544	1.89	.	.	1.5	2.3	6.5	i	2.4	i	55.6	1.1	-0.41	1108
COc1ccc(C(C(=O)NC2CCCCC2)N(C(=O)CCCC(=O)Nc2ccccn2)c2ccc3c(c2)OCCO3)cc1 (stereo not drawn)	.	.	7.4%	0.398	-0.133	-0.094	0.19	.	.	1.2	1.8	6.9	i	1.2	i	21.2	1.1	.	.
Oc1ccc(Br)cc1-c1cc(-c2ccccc2Cl)[nH]n1	0.6	1288	.	-0.283	-0.245	-0.252	1.25	0.2	589	.	.	.	i	0.3	i	23.7	.	.	.
Cc1ccc(CNC(=O)Cn2cccc2C(=O)c2ccccc2C)cc1	-1.1	1097	0.8%	0.238	-0.333	0.797	-0.771	1.3	704	3.1	3.2	5.3	i	0.7	i	38.1	1	0.6	1227
C/C=C/C=C/C(=O)N1CC2(CC(c3cccc(NC(=O)CCCCC)c3)=NO2)C[C@H]1C(N)=O (stereo partly drawn)	-1.9	1126	.	-0.611	-0.0307	-0.187	0.125	.	.	.	.	.	i	1.7	i	7.2	.	0.17	797
COc1ccc2c(Cl)c(C(=O)NC3CCS(=O)(=O)C3)sc2c1 (stereo not drawn)	-1.9	881	-6.3%	0.0887	-0.118	0.687	-0.315	.	.	2.9	1.0	2.3	i	0.7	i	13.2	1	0.56	972
Cc1cc(NC(=O)Nc2cc(F)ccc2F)no1	1.3	1243	.	1.57	-0.599	1.09	-1.89	-1.3	649	.	.	.	i	0.2	i	54.5	.	1.11	908
COC(=O)c1ccc2[nH]c(C)cc(=O)c2c1	-5.8	979	2.1%	-0.602	-0.366	-0.426	1.03	.	.	3.6	4.0	8.6	i	0.4	i	26.1	1.1	0.03	1159
COc1ccc(C(C(=O)NC2CCCCC2)N(Cc2cccs2)C(=O)Cc2c[nH]c3ccccc23)cc1OC (stereo not drawn)	-2.3	1099	5.0%	-0.487	0.31	0.241	-0.599	10.5	681	3.0	2.0	12.6	i	2.6	i	31.0	1	-0.92	1613
O=C(O)C1CCN(S(=O)(=O)N2CCOCC2)CC1	-2.6	946	1.3%	0.817	-0.188	0.704	-1.14	.	.	4.8	2.1	7.7	i	5.6	i	8.6	1.1	-0.62	1381

Assay outcomes deposited in PubChem by several laboratories.
